ALOX12 inh = ALOX12 (human) lipoxygenase inhibition. purified 12hLO, xylenol orange hydroperoxide absorbance. Potency, µM (series often up to 108 µM), inactives show top-dose activity change, negative = inhibition, usual class: inhibitors. actives 1.1% (n = 580,000). AID 1671190; active = well fitted inhibition curve with a large enough effect; inconclusive = small, poorly fitted or top-dose-only effect, or another doubt; inactive = no such curve, though single readings can be large or run the other way
Target sequence (P18054 whole entry, looked up): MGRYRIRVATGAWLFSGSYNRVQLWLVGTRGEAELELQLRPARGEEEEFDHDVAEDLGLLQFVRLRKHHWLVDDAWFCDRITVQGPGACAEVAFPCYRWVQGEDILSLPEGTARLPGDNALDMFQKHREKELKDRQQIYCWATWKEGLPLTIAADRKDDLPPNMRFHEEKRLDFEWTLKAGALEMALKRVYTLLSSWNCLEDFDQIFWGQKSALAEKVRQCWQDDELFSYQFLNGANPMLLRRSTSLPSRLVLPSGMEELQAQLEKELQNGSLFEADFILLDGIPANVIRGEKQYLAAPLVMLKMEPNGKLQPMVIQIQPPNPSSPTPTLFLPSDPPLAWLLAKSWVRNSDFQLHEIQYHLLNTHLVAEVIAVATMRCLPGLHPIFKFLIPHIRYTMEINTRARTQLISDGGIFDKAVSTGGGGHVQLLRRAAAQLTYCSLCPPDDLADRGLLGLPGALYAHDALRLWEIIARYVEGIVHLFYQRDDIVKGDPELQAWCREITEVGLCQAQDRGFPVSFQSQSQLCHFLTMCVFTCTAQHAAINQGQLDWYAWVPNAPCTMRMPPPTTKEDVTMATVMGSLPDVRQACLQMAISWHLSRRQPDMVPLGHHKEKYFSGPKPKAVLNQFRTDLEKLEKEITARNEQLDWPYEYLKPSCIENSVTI
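Purified human 12hLO at 150 nM in 25 mM Hepes, 0.01% Triton X-100, pH 7.0, preincubated 15 min at room temperature with compound. Reaction started with 40 uM arachidonic acid, 30 min at room temperature. Hydroperoxide measured by Fe-xylenol orange, 573/405 nm absorbance ratio.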
* hit, by the source's call; u = inconclusive; [ ] = another dose, or the depositor's remark. % is set by controls: 0 for no effect and ±100 for the full control effect; potency is the fitted concentration of half-maximal effect.

mol,ALOX12 inh
CC(C)NC(=O)NC(=O)COC(=O)c1cc2c(s1)CCC2,-63%
COC(=O)c1ccc(CNC(=O)NCC2(c3ccccc3)CC2)cc1,-16%
O=C(CSc1nnc(-c2c[nH]c3ccccc23)o1)N1CCNC1=O,u
O=C(CCCc1ccccc1)NCC(=O)N1CCN(c2ccccn2)CC1,29%
CCN(C(=O)CCl)C1CCCCC1,u
CC[C@@H](C)[C@@H](NC(C)=O)C(=O)O,u
COCCCNc1nc2c(c(=O)n(C)c(=O)n2C)n1Cc1ccc(Cl)cc1,12%
CCCn1nc(C(=O)NCC(c2cccs2)N(C)C)c2ccccc2c1=O (stereo not drawn),28%
CCN(CC)C(CNS(=O)(=O)c1ccccc1)c1ccsc1 (stereo not drawn),1%
Cn1c(CCC(=O)N2CC[C@@H](O)C2)nc2cc(S(=O)(=O)N3CCCC3)ccc21,2%
COCc1nnc(NC(=O)c2cccc(Cl)c2)s1,-18%
CN(Cc1cccnc1)c1ccc2ncc(Nc3cccc(N[S+](C)(=O)[O-])c3)n2n1,55%[176 µM]
Cc1noc(C)c1S(=O)(=O)N1CCOCCNC(=O)[C@@H]2CCC[C@@H]21,7%
COc1ccc(-c2ccc3c(n2)CCCN3S(=O)(=O)c2ccc(F)cc2)cc1,-3%
Cc1oc(-c2cccs2)nc1CC(=O)NCc1ccc2c(c1)OCO2,u
CCNC(=S)N(Cc1ccco1)Cc1cccs1,-33%
CN1C(=O)[C@@]2(O[C@H]3C=CC=CN3C3=C2C(=O)CCC3)c2cc([N+](=O)[O-])ccc21,-2%
CNC(=O)CCn1ncc2cc(OC3CCc4cccc(-c5ccc(OC)cc5)c43)ccc21 (stereo not drawn),u
CCC(=O)N1CCN(c2oc(/C=C/c3ccc(C)cc3)nc2C#N)CC1,5%
COc1ccccc1C(=O)N(Cc1cc2cccc(C)c2nc1N1CCC(O)CC1)C1CC1,9%

Next section:
mol,ALOX12 inh
Cc1ccccc1NC(=O)c1cc2cc([N+](=O)[O-])ccc2oc1=O,14%
O=C(c1csnn1)N1CCc2onc(-c3cccc(F)c3)c2C1,35%[activator]
O=C(CCC1CC1)N1CCN(c2ncnc3ccsc23)CC(O)C1 (stereo not drawn),28%
COc1cccc(-c2ccc3ncnc(NC4CCNCC4)c3c2)c1,u
CC(=O)N1Cc2ccccc2CC2(CCN(CC3CCNCC3)C2)C1 (stereo not drawn),-1%[6.33 µM]
C[C@H](O)[C@@H]1CN2CCc3ccc(-c4ccc5c(c4)OCO5)cc3[C@@H]2C[C@@H]1N(C)Cc1ccccc1,-1%
CCOc1ccc(Oc2ccc(NC(=O)c3ccc[n+]([O-])c3)cc2)cc1,5%
COC[C@@]12CC[C@@H](N3CCOCC3)C[C@H]1CCN(c1nccc(N)n1)C2,4%
Cc1nc(Cc2ccc(N(C)C)cc2)n(CCO)n1,48%[activator]
CC1=NOC2(CCN(Cc3ccc(N(C)C)cc3)C2)C1 (stereo not drawn),1%[176 µM]
Cc1nc(-c2c3n(c(=O)n(CC(=O)Nc4ccc(C)c(F)c4)c2=O)CCCC3)no1,18%
O=C(Nc1ccccc1Oc1ccccc1)c1ccoc1,3%
CC1(C)CC(NC(=O)C2CCN(S(=O)(=O)c3ccccc3)CC2)CC(C)(C)N1,6%
CCOCCCNC(=O)CS(=O)(=O)Cc1nc(-c2ccc(C)cc2)oc1C,28%
C=CCNC(=O)C[C@@H]1CCN(C(=O)c2ccnc(Cl)c2)C[C@@H]1CC,7%[176 µM]
O=C(CN1CCN(S(=O)(=O)Cc2ccccc2)CC1)Nc1cccc(Cl)c1,u
COc1cccc(NC(=O)NC[C@H]2O[C@@H](CO)[C@@H](O)[C@H]2N2CCC(C)CC2)c1,u
Cc1ccc(C2NC(=O)N(CC(=O)NC(C)(C)C)C3=C2C(=O)OC3)cc1 (stereo not drawn),27%
N#Cc1ccc(-n2nc(C3CCOCC3)nc2C2(C(N)=O)CC2)cc1,20%
CCC1CN(Cc2cccc(C)n2)CCC(=O)N1Cc1ccccc1 (stereo not drawn),85%[activator]

Three entries already listed, arranged by count of non-hydrogen atoms, descending.
mol,ALOX12 inh
Cc1nc(-c2c3n(c(=O)n(CC(=O)Nc4ccc(C)c(F)c4)c2=O)CCCC3)no1,18%
O=C(Nc1ccccc1Oc1ccccc1)c1ccoc1,3%
Cc1nc(Cc2ccc(N(C)C)cc2)n(CCO)n1,48%[activator]

A second format for 4 compounds above:
ALOX12 inh | molecule
14% | Cc1ccccc1NC(=O)c1cc2cc([N+](=O)[O-])ccc2oc1=O
35%[activator] | O=C(c1csnn1)N1CCc2onc(-c3cccc(F)c3)c2C1
28% | O=C(CCC1CC1)N1CCN(c2ncnc3ccsc23)CC(O)C1 (stereo not drawn)
u | COc1cccc(-c2ccc3ncnc(NC4CCNCC4)c3c2)c1

Other records:
mol,ALOX12 inh
COc1cccc(Nc2nc(-c3cc4cc(Cl)ccc4oc3=O)cs2)c1,-24%
COC[C@@H]1CN(C(=O)c2cccn2C)C[C@H]1c1ccncc1,12%
CC(C)CSc1nc2c(c(=O)[nH]c(=O)n2C)n1CC(O)COc1ccc(Cl)cc1 (stereo not drawn),-9%
Cn1cc(C(=O)N2CCN(S(=O)(=O)c3ccc(Br)cc3)CC2)c2ccccc21,-13%
O=C(C1CCCN(c2nc3ncccc3o2)C1)N1CCN(Cc2ccccc2)CC1 (stereo not drawn),51%[activator]
Cc1nc(CN2CCN(S(=O)(=O)c3ccccc3Cl)CC2)cs1,31%[activator]
Cn1cccc1C(=O)N1CC(F)(F)C[C@H]1c1nnc(C2CC2)o1,u
CN1c2cc(C(=O)Nc3cc(F)ccc3F)ccc2C(=O)N2CCCCCC21 (stereo not drawn),48%
O=C(CC1CC2CCC1C2)NC12CC3CC(CC(C3)C1)C2 (stereo not drawn),-6%
O=C(c1ccco1)N1CCN(Cc2ccc3c(c2)CCO3)CC(O)C1 (stereo not drawn),10%
CC(C)(C)c1ccc(C(=O)Nc2ccc(C(O)[C@H]3COCC(=O)N3Cc3ccccn3)cc2)cc1 (stereo partly drawn),5%
COc1cccc(C(=O)Nc2ccc3oc(C)nc3c2)c1OC,-4%
Cc1cnc(C(=O)N2CCCCCC2CN2CCCC2)cn1 (stereo not drawn),39%[activator]
CC(=O)c1ccccc1NC(=O)Cc1ccc(C)c(C)c1,-45%
COc1cccc(CCC(=O)N2CCC3(CC2)N=C(c2ccc(Cl)cc2)NO3)c1,u
O=C(NC1CCc2n[nH]c(=O)n2CC1)c1ccc(Cn2ccnc2)o1 (stereo not drawn),18%
O=C(Nc1cccc(C(F)(F)F)c1)c1nnn2c1CN(Cc1ccccc1F)C(=O)CC2,1%
CC(=O)N1CCN([C@H]2[C@@H]3OC[C@@H](O3)[C@@H](NCc3ccc(CO)o3)[C@@H]2O)CC1,8%[176 µM]
N#CC1(NC(=O)CN(CCCO)CC(F)(F)F)CCCCCC1,12%
COCCNC(=O)[C@H]1CCC[C@H]1NC(=O)c1cnc(C)cn1,-12%

Remaining list, next part:
mol,ALOX12 inh
Cc1cccc(NC(=O)Cn2cnnc2C#N)c1C,-7%
CNc1ncccc1C(=O)N[C@@H]1COCC[C@@H]1OCc1ccccc1,23%
COCC1CN(C(C)=O)CC12CCN(C(=O)NCc1ccccc1)CC2 (stereo not drawn),42%[activator]
COCCNC(=O)[C@@H]1C[C@@H](O)CN1C1CCN(C(=O)CC(C)C)CC1,46%
CC1(C)C(=O)N(Cc2ccccc2)[C@H]2CN(CC3CCOCC3)C[C@@H]2[S+]1(=O)[O-],-21%[176 µM]
C=CCN1CC(C(=O)N2CCn3cncc3C2)CCC1=O (stereo not drawn),5%
N#Cc1ccc(CS(=O)(=O)NCc2ccccc2)cc1,8%
Cc1ccccc1CNC(=O)CN1C(=O)C2(CCNCC2)Nc2ccccc21,15%
Cc1cccc(C)c1OCC(=O)Nc1ccccc1C(=O)O,-23%
CCC(C)/C(C)=N/Nc1nc2ccccc2[nH]1 (stereo not drawn),u
CC(C)c1nc(-c2ccc(OC3CCNC3)cc2)no1 (stereo not drawn),63%[activator]
Cc1ccc(NC(=O)C2(C#N)CCCC2)cc1,22%
C=CCc1cc(/C=C2\NC(=O)NC2=O)cc(OCC)c1OCc1ccc(F)cc1,-14%
Cc1ccc(C(CC(=O)O)NC(=O)c2ccccc2C(F)(F)F)cc1 (stereo not drawn),3%
Cc1cc2cc(-c3c(C)noc3C)nc(-c3ccsc3)c2o1,u
CC(O)C(NC(=O)c1cc(Cl)ccc1F)C(=O)O (stereo not drawn),u
C[C@@]1(O)CCN(Cc2cc(F)c(F)cc2F)C[C@H]1N1CCCC1,127%[activator]
CCN(Cc1nc2cc(OC)c(OC)cc2c(=O)[nH]1)C(=O)c1cccc(F)c1,13%
COc1ccc(S[C@]2(c3nc(C)no3)CC(=O)N(C(=O)CCc3ccccc3)[C@@H]2c2ccc(OC)cc2)cc1,u
COc1ccc2[nH]cc(CCNC(=O)C3CCN(c4nc(Cl)nc5nc[nH]c45)CC3)c2c1,-14%

(cont.)
mol,ALOX12 inh
Cc1ccc(C(=O)NC(C(=O)N2CCCCC2)C2CCN(C(=O)C(C)C)CC2)cc1 (stereo not drawn),25%
COc1ccc2c(CCNC(=O)c3cccc4ccccc34)c[nH]c2c1,-20%
Cc1cccc(CCCNC(=O)C2CC(=O)N(Cc3cccnc3)C2)c1 (stereo not drawn),49%[activator]
CC(=O)c1cccc(NC(=O)CSc2nc(=O)[nH]c3c2CCCC3)c1,-2%
CCCN1C(=O)c2n[nH]c(C(C)C)c2C1c1cccc(C(F)(F)F)c1 (stereo not drawn),-6%
Cc1ccc(-c2cc(=O)c3cc(C)ccc3o2)cc1,-20%
CC(=O)N(C)c1ccc(NC(=O)CCC2CCCC2)cc1,1%
S=C1NC2(CCCCC2)N=C1c1ccc(Cl)c(Cl)c1,u
COC(=O)COc1ccc2c(=O)c(Oc3ccc(C(=O)OC)cc3)c(C)oc2c1,-12%
CCc1nnc(NC(=O)Cc2c(C)nc(C)[nH]c2=O)s1,-15%
O=C(NC1CC1)c1ccc(CC2CCN(C(=O)C3CCOC3)CC2)cc1 (stereo not drawn),37%[activator]
CC(=O)N/C(=C/c1cccnc1)C(=O)O,2%
CCc1ccc(Nc2ncncc2-c2nc(-c3ccccc3)no2)cc1,44%[activator]
CCOC(=O)c1sc(N)c(C#N)c1C,u
CCCN1C(=O)Cc2ccccc2C1C(=O)NCc1ccc(F)cc1F (stereo not drawn),10%
CC(C)CC(=O)Nc1ccc2oc(-c3ccc(F)cc3Cl)nc2c1,43%
CCOc1ccc(C2CCCN2Cc2coc(-c3cccc(F)c3)n2)cc1 (stereo not drawn),-17%
O=C(Nc1ccc2oc(-c3cccc(Cl)c3)nc2c1)c1ccccc1,u
CCOCCn1c(N2CCN(Cc3ccc(C)cc3)CC2)nc2c1c(=O)[nH]c(=O)n2C,29%
Cc1ccc(/C=N/NC(=O)c2ccc(-c3ccccc3)cc2)s1,-3%

Pulled by structure from the entries so far, two records:
mol,ALOX12 inh
CCOc1ccc(C2CCCN2Cc2coc(-c3cccc(F)c3)n2)cc1 (stereo not drawn),-17%
CCOC(=O)c1sc(N)c(C#N)c1C,u

Later entries.
mol,ALOX12 inh
CC(C)(C)C1CCc2[nH]nc(C(=O)N3CCc4nn(CC#N)c(=O)n4CC3)c2C1 (stereo not drawn),74%[activator]
CN(CCc1ccccn1)[C@H]1[C@@H]2OC[C@@H](O2)[C@@H](NCc2ccc(F)cc2)[C@@H]1O,104%[activator][176 µM]
O=C(c1ccsc1)N1CCCC(c2nc(C3CCOCC3)no2)C1 (stereo not drawn),25%
Cc1ccc(C(=O)Nc2cccc(CNCc3csc(C)n3)c2)cc1,-10%
C[C@H](CO)N1C[C@H](C)[C@@H](CN(C)C(=O)NC2CCCCC2)OCc2cn(nn2)CCCC1=O,-5%
COCc1cc(CC2(NCc3ccc(C(F)(F)F)cc3)COC2)no1,-3%[176 µM]
Cc1ccc(C(=O)c2ccccc2C(=O)OCc2c(Cl)cccc2Cl)cc1,-4%
CNC(=O)c1noc([C@@H]2CC(F)(F)CN2C(=O)CC2=CCCCC2)n1,54%[activator]
COCCNC(=O)[C@@H]1C[C@@H](O)CN1C1CCN(C(=O)Cc2cccc(OC)c2)CC1,16%
CN1CCCCCC(O)c2cc(C(=O)N3CCN(c4ccc(F)cc4)CC3)ccc21 (stereo not drawn),103%[activator]
O=C(NC1CCCCC1)NC1CCN(C(=O)N2CC3CC(C2)[C@H]2CCCC(=O)N2C3)CC1 (stereo partly drawn),42%
O=C(c1ccc2c(c1)OCO2)N1CCC2(CC1)COc1ccccc1NC2=O,9%
Cc1cccc(C(=O)NCc2nnc(SCC(=O)NC(C)(C)C)n2-c2ccccc2)c1,29%
CN(C)C[C@H]1O[C@@H](CO)[C@@H](O)[C@H]1N1CCN(c2cccc(C(F)(F)F)c2)CC1,u
COc1ccccc1/C=C/c1nc(C#N)c(N(C)Cc2ccccc2)o1,0%
COc1ccc(OC)c(CNC(=O)c2ccc3c(c2)N(S(C)(=O)=O)CC3)c1,53%[activator]
Cc1ccc(NC(=O)N2CCc3[nH]c4ccc(F)cc4c3C2)cc1C,u
CCOC(=O)CNC(=O)c1cc(-c2ccc[nH]2)n[nH]1,61%[activator]
NC(=O)COc1ccc(NC(=O)Cn2ncc3ccccc3c2=O)cc1,-2%

Screens from PubChem.

This is a subset (hit frequency here may not be typical).
